# Compound activity (PubChem BioAssay)
# mIAP activ – mouse IAP activation. muIAP, CDP-Star luminescence, 30 min; active compounds read high; 1 = vehicle-only enzyme signal, 0 = enzyme-free wells. activation factor at 10 µM. actives 0.24% (n = 330,000). AID 2805;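 active means activation factor of at least 2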; further: the source names both 10 and 20 µM as test concentration; values of inactives mirror those of a sister screen read the other way
#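 Assay system: mouse IAP enzyme / Compound: DMSO-dissolved test compounds / Timing: 30 min, room temperature / Measured by: luminescence from enzymatic CDP-Star hydrolysis / Control set: DMSO-only wells, enzyme-free buffer wells as negative control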
# PfG6PD inh – PfG6PD (Plasmodium falciparum) enzyme inhibition; PfGluPho enzyme, NADPH resazurin-diaphorase fluorescence; actives 0.78% (n = 350,000); inhibition, % at 20 µM; AID 504690;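 active means inhibition reaching at least a set limit at 20 µM in the primary screen, cut at about 59% in these data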;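 further: 0% = DMSO wells with substrate and 100% = DMSO wells lacking glucose-6-phosphate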
# hIAP activ – increases human intestinal alkaline phosphatase activity | purified human IAP, CDP-Star luminescence, 30 min; active compounds read high; 1 = vehicle-only enzyme, 0 = enzyme-free background | activation factor at 10 µM | AID 2524 | actives 0.16% (n = 330,000) | P09923;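 active means activation factor of the enzyme at least 2-fold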; further: the source names both 10 and 20 µM as test concentration; values of inactives mirror those of a sister screen read the other way
# A3A deaminase – human APOBEC3A DNA deaminase inhibition; P31941; AID 493011; recombinant A3A, FAM/TAMRA ssDNA deamination fluorescence; actives 0.41% (n = 330,000); inhibition, % at 20 µM;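 active means at least 40% inhibition at 20 µM here, with at most 30% in a related deaminase screen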;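 further: plate controls were A3A with DMSO for no effect and wells lacking A3A enzyme for full effect; some results filed as inactive read as strong as hits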
# Target sequence (P31941 whole entry, looked up): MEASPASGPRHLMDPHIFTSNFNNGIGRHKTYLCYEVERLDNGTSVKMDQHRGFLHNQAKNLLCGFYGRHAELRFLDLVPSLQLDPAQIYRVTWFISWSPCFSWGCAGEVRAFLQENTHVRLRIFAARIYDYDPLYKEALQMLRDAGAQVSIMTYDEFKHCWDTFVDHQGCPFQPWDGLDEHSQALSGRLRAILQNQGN
# hIAP block – human IAP inhibition; P09923; purified IAP, CDP-Star luminescence, 30 min; inhibition, % at 10 µM; actives 0.12% (n = 330,000); AID 2544;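 active means inhibition reaching a set limit with compound at 10 µM in the primary screen, cut at about 35% in these data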;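 further: plate controls were DMSO wells with enzyme for no effect and no-enzyme buffer wells for full effect; values of inactives mirror those of a sister screen read the other way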
# mIAP block – mouse IAP inhibition. inhibition, % at 10 µM. AID 2806. actives 0.2% (n = 330,000). purified mouse IAP, CDP-Star luminescence, 30 min;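 active means inhibition of at least 40% at 10 µM in the primary screen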;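 further: plate controls were DMSO with enzyme for no effect and no enzyme wells for full effect; values of inactives mirror those of a sister screen read the other way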
# ATG4B inhibitor – ATG4B (human) cysteine protease inhibition | inhibition, % at 8.33 µM | ATG4B cleavage of LC3-PLA2, NBD-HPC fluorescence, 1 h | AID 504462 | actives 0.51% (n = 340,000); in the data active means inhibition above about 40%
# HKDC1 inhibitor – inhibitors of human hexokinase HKDC1. Q2TB90. recombinant HKDC1, G6PDH/diaphorase resazurin coupled fluorescence. inhibition, % at 20 µM. actives 0.16% (n = 340,000);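 active means inhibition above about 35% when tested at 20 µM, limit read from the data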;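 further: plate controls were DMSO wells with enzyme for no effect and DMSO wells lacking enzyme for full effect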
# Target sequence (Q2TB90 whole entry, looked up): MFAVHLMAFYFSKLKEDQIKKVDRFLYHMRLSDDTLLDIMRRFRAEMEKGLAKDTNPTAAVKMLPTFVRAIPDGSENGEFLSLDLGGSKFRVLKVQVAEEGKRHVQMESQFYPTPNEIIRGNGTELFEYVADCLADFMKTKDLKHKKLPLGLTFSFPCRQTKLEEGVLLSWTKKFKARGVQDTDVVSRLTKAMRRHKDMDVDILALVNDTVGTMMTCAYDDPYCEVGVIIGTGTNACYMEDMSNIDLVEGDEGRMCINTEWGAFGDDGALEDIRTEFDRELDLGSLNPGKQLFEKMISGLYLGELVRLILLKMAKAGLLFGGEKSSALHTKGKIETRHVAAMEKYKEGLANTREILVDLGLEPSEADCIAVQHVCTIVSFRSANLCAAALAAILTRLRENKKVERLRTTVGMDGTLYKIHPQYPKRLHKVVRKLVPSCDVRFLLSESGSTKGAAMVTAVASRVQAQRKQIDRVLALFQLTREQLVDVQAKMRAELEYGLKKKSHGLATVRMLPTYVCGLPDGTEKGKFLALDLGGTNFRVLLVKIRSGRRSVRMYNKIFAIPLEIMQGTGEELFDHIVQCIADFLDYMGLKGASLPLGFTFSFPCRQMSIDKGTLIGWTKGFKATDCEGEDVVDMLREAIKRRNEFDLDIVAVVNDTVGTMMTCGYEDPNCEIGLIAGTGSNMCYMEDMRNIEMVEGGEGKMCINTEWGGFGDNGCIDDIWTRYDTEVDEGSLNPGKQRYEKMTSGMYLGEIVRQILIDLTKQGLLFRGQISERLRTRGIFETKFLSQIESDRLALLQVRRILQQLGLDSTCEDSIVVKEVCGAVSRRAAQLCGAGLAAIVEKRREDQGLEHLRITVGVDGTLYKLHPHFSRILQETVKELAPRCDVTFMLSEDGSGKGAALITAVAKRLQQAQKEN
#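 Material – in-house recombinant HK5 (HKDC1) enzyme · Quantity – HKDC1 at 5 µg/mL · Buffer or medium – pH 8.0 Tris buffer with 10 mM MgCl2 · Reagent – glucose with 1 mM ATP · Dosing – single 20 µM dose · Times – reaction time 90 min, room temperature, protected from light · Technique – resorufin fluorescence at 613 nm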
# * = called active by the depositor; nt = not tested or not shown.
# The line under a structure holds: hIAP block	ATG4B inhibitor	mIAP activ	A3A deaminase	PfG6PD inh	mIAP block	hIAP activ	HKDC1 inhibitor
C1=C(CCNc2ncnc3nc[nH]c23)CCCC1
→ -71.1	-7.9	1.15	-2.6	3.9	-14.7	1.71	0.4
COc1cc(OC)c(OC)cc1CN(C)CC1CCCN(CCc2ccccc2F)C1 (stereo not given)
→ 15.0	2.8	1.01	-3.1	-2.5	-1.2	0.85	-4.8
Cc1ccc2c(c1)/C(=C/c1ccc(F)cc1)C(=O)N2
→ 5.8	-11.3	1	2.8	12.8	-0.1	0.942	23.3
CC(OC(=O)c1ccc(Br)o1)C(=O)NCC1CCCCC1 (stereo not given)
→ -10.8	1.5	1.01	5.8	-16.7	-1.3	1.11	-6.0
O=C1CCCCC1S(=O)(=O)c1ccccc1 (stereo not given)
→ 9.0	-2.8	1.04	2.3	2.9	-4.1	0.91	-4.5
c1ccc(-c2nc(N3CCCCCC3)nc(-n3ccnc3)n2)cc1
→ -46.4	-6.9	0.913	-9.1	-7.4	8.7	1.46	-2.6
COc1cc(C(=O)NCC2(c3ccccc3)CCCC2)cc(OC)c1OC
→ -3.5	2.9	0.983	-3.7	-11.2	1.7	1.03	-4.5
c1ccc(-c2nc(NCc3cccnc3)c3ccccc3n2)cc1
→ 2.6	14.3	1.05	0.8	-2.7	-5.0	0.974	1.5
COc1ccc([N+](=O)[O-])cc1NC(=O)COC(C)=O
→ -8.1	6.0	1.1	5.4	6.8	-9.7	1.08	-9.5
CSc1nnc(CCNS(=O)(=O)c2ccccc2Br)n1C
→ -9.3	0.4	1.01	-2.4	-9.6	-0.7	1.09	-7.8
Cc1ccc2c(c1)N(C(=O)CCC(=O)NCCN1CCOCC1)CC(C)O2 (stereo not given)
→ 11.7	-7.8	0.9	-2.2	-10.9	10.0	0.883	-0.6
CC(C)(C)N1CC23CCC(C[C@@H]2C1=O)O3 (stereo not given in full)
→ 6.6	-4.8	0.904	-4.0	-8.5	9.6	0.934	-5.9
CC(C)=CCc1c2c(c(O)c3c(=O)c4c(oc13)-c1cc(O)c(O)cc1OC4C=C(C)C)C=CC(C)(C)O2 (stereo not given)
→ 5.8	-2.4	0.831	0.6	-40.3	16.9	0.942	-0.8
COc1ccc(-n2nc([N+](=O)[O-])c(=NCc3ccc4c(c3)OCO4)n2O)cc1
→ 7.0	-6.5	0.966	-0.7	3.2	3.4	0.93	-11.5
CCOC(=O)Cn1nnnc1C(CC)N(Cc1cccs1)Cc1cc2ccc(OC)cc2[nH]c1=O (stereo not given)
→ 8.5	-12.2	0.924	-15.1	14.4	7.6	0.915	0.2

# The line under a structure holds: hIAP block	ATG4B inhibitor	mIAP activ	A3A deaminase	PfG6PD inh	mIAP block	hIAP activ	HKDC1 inhibitor
O=C(NCCC1=CCCCC1)C1CCN(C(=O)c2ccc(Br)cc2)CC1
→ 1.7	-4.7	1.12	3.3	-7.8	-12.2	0.983	-4.9
Cn1cc(CN2CCC(n3nccc3NC(=O)CCOc3ccccc3)CC2)cn1
→ -26.0	2.2	1.14	-5.0	-16.0	-14.4	1.26	-3.7
O=C(O)c1cnn(-c2ccccc2)c1C(F)(F)F
→ -3.2	1.0	0.929	-2.9	-16.3	7.1	1.03	-4.7
COc1ccc(CCC(=O)NC2=NCCS2)cc1OC
→ 8.2	-2.9	0.973	-2.2	-6.7	2.7	0.918	0.3
O=C(NCCCn1ccnc1)C(=O)NCC1OCCCN1S(=O)(=O)c1ccccc1 (stereo not given)
→ 5.0	-1.0	1.02	2.5	1.8	-2.3	0.95	-15.9
Cc1ccccc1-c1nc(CN2CCCC(C(=O)NCCCN3CCOCC3)C2)c(C)o1 (stereo not given)
→ 5.5	-5.0	1.04	0.1	-4.7	-4.3	0.945	-2.8
CCOC(=O)CN1CC23C=CC(O2)C(C(=O)Nc2ccc(OC)cc2OC)C3C1=O (stereo not given)
→ 5.0	0.6	0.913	-4.3	23.5	8.7	0.95	-0.8
Cc1csc2nc(CN3CCN(CC(=O)N(C)C)CC3)cc(=O)n12
→ -6.5	5.3	1.07	18.2	4.9	-7.3	1.06	1.2
CN(CC(=O)Nc1sccc1C#N)S(=O)(=O)c1ccc(F)cc1
→ 6.4	9.6	0.961	-0.5	2.1	3.9	0.936	-1.9
CCNC(=O)C1CC(=O)N(CC)C(=Nc2cc(Cl)c(O)c(Cl)c2)S1 (stereo not given)
→ -0.4	1.7	0.938	-5.1	1.1	6.2	1	0.7
CC(=O)NC1c2ccccc2C(=O)N1Cc1ccccc1 (stereo not given)
→ 12.0	2.8	0.913	-1.3	-2.9	8.7	0.88	-7.9
Cc1cccn2c(=O)c3cc(C(=O)NC4CCCCC4)sc3nc12
→ -11.2	-2.1	1.01	-4.0	-12.1	-0.7	1.11	6.3
COc1cc(-c2nc(S(=O)(=O)c3ccccc3)c(N3CCOCC3)o2)cc(OC)c1OC
→ 14.1	-10.9	0.964	-2.0	-4.9	3.6	0.859	-4.4
CCN(C[C@H]1N[C@@](C)(C(=O)OC)[C@H]2C(=O)N(C)C(=O)[C@@H]12)C(=O)Nc1ccc(Cl)cc1
→ -9.8	-11.1	1.02	-1.0	12.9	-2.2	1.1	-7.1
COc1ccc2[nH]c(=O)c(CN(C(=O)c3cccnc3)c3cc(C)ccc3C)cc2c1
→ -1.7	-3.1	0.927	-2.3	3.8	7.3	1.02	-0.2

# An excerpt from above in order of their number in mIAP activ, high to low.
SMILES | hIAP block | ATG4B inhibitor | mIAP activ | A3A deaminase | PfG6PD inh | mIAP block | hIAP activ | HKDC1 inhibitor
Cc1ccccc1-c1nc(CN2CCCC(C(=O)NCCCN3CCOCC3)C2)c(C)o1 (stereo not given) | 5.5 | -5.0 | 1.04 | 0.1 | -4.7 | -4.3 | 0.945 | -2.8
Cc1cccn2c(=O)c3cc(C(=O)NC4CCCCC4)sc3nc12 | -11.2 | -2.1 | 1.01 | -4.0 | -12.1 | -0.7 | 1.11 | 6.3
CC(=O)NC1c2ccccc2C(=O)N1Cc1ccccc1 (stereo not given) | 12.0 | 2.8 | 0.913 | -1.3 | -2.9 | 8.7 | 0.88 | -7.9

# (continued)
# The line under a structure holds: hIAP block	ATG4B inhibitor	mIAP activ	A3A deaminase	PfG6PD inh	mIAP block	hIAP activ	HKDC1 inhibitor
COc1cc(C)c(NC(=O)COc2cccc3c2OC(C)(C)C3)cc1OC
→ -4.6	1.6	0.943	-0.2	-13.6	5.7	1.05	-3.0
COC(=O)CCC(=O)OC1(C)C(=O)C2=CN(C3CC3)C(c3ccc(OC)cc3)=CC2=C(Br)C1=O (stereo not given)
→ 12.3	-1.5	0.929	-2.1	71.7*	7.1	0.877	34.3
CSc1cccc(NC(=O)CN(C2CCCCC2)S(C)(=O)=O)c1
→ 4.7	-3.5	1.32	64.9*	-0.2	-31.9	0.953	-3.2
COc1ccc(C(=O)NC(CCSC)C(=O)NC2CC2)cc1 (stereo not given)
→ 6.0	-0.4	0.997	-1.8	-21.2	0.3	0.94	1.2
Cc1cc2c(c(=O)n1C)C(Cc1ccccc1)C(C#N)=C(N)O2 (stereo not given)
→ 5.2	-10.8	1.03	-1.3	9.5	-3.5	0.948	-4.2
CCc1nc(NCCN)c(C#N)c2c1CSC(C)(C)C2
→ 6.1	-12.5	0.982	1.7	-7.0	1.8	0.939	3.1
C/C(CC(=O)Nc1ccccc1C)=N\NC(=O)Cc1csc(N)n1
→ -1.7	-0.7	1.04	-4.2	-7.2	-3.8	1.02	-1.5
O=C1c2nc3ccccn3c2C(=O)N1Cc1ccccc1
→ 8.7	15.5	0.905	0.7	19.1	9.5	0.913	-5.7
CC(C)Oc1cccc(C(=O)C2CCCN(C(=O)c3ccccn3)C2)c1 (stereo not given)
→ -10.8	3.7	0.996	-4.8	-0.8	0.4	1.11	-4.6
COc1cc(/C=N/NC(=O)CCOc2ccccc2C)cc(Br)c1O
→ 1.3	-2.6	1.1	-0.5	-12.6	-10.5	0.987	-6.8
O=C(CCN1C(=O)[C@@H]2Cc3ccccc3CN2C1=O)NCCc1ccccc1
→ 7.3	-9.1	0.986	-3.2	-2.6	1.4	0.927	0.1
O=C1NC2(CCCC2)C(=O)N1Cc1cc(=O)n2ccsc2n1
→ -1.5	3.1	0.986	9.6	20.3	1.4	1.01	-4.7
CCN1CCN(C2=C(NS(=O)(=O)c3ccc(Br)cc3)C(=O)c3ccccc3C2=O)CC1
→ 32.8	-13.9	1.02	3.8	35.7	-2.1	0.672	16.2
COc1ccc(OC)c(Cc2nnc(CCC(=O)N3CCC(N4CCCCC4)CC3)o2)c1
→ 0.1	5.8	0.921	-2.4	2.5	7.9	0.999	-14.5
Cc1ccccc1Nc1c(-c2ccccn2)nc2c(C)cccn12
→ -2.1	6.1	0.93	1.3	5.4	7.0	1.02	-0.6

# The line under a structure holds: hIAP block	ATG4B inhibitor	mIAP activ	A3A deaminase	PfG6PD inh	mIAP block	hIAP activ	HKDC1 inhibitor
CNS(=O)(=O)c1ccc(NC(=O)c2cnn3c(C(F)F)cc(-c4ccccc4)nc23)cc1
→ 7.1	5.2	0.979	-0.9	-7.7	2.1	0.929	-5.2
CCOC(=O)c1c(C)[nH]c(C2=NNC(=Nc3cccc(Cl)c3)SC2)c1C
→ 18.6	nt	0.959	-3.5	nt	4.1	0.814	nt
CC(=O)c1cccc(NC(=O)COc2ccc(S(=O)(=O)N3CCCCC3)cc2)c1
→ 17.0	-3.9	0.972	-1.2	9.1	2.8	0.83	-3.6
CCN(CC)C(=O)C(=O)c1c(-c2ccccc2)[nH]c2ccccc12
→ -3.7	4.0	1.02	-1.4	-3.8	-2.1	1.04	-3.2
COC(=O)C1=C(N)Oc2cc(C)n(Cc3ccncc3)c(=O)c2C1c1cccnc1 (stereo not given)
→ -1.5	1.9	1.01	0.9	-8.7	-1.4	1.01	-5.8
O=C(Nc1c(C(=O)N2CCOCC2)cnn1-c1ccccc1Cl)c1ccco1
→ -16.7	4.8	0.987	-2.5	-6.5	1.3	1.17	-9.5
O=C(O)CCC(=O)N1N=C(c2cccs2)CC1c1cn(-c2ccccc2)nc1-c1ccccc1 (stereo not given)
→ -0.3	-3.0	1.06	3.9	-23.8	-5.8	1	-5.1
CSc1cccc(NC(=O)/C=C/c2ccccc2)c1
→ 6.4	3.9	1.07	-3.8	38.3	-6.9	0.936	-3.6
CC(=O)C1=C(C)NC(SCC(=O)c2ccc(C)cc2)=C(C#N)C1c1ccco1 (stereo not given)
→ -0.2	nt	0.828	4.3	nt	17.2	1	nt
CCOC(=O)N1CCN(C(=O)CCN2C(=O)/C(=C\c3ccccc3OC)SC2=S)CC1
→ -14.4	25.2	0.938	2.8	-4.7	6.2	1.14	6.5
COCCN(C(=O)c1ccc(-c2ccc(Cl)cc2)o1)c1c(N)n(Cc2ccccc2)c(=O)[nH]c1=O
→ -7.3	-10.3	1.04	2.8	21.8	-4.0	1.07	6.7
O=C(COC(=O)C1CC1)NCCc1ccccc1
→ 2.0	-5.3	1.08	4.3	-2.7	-8.4	0.98	-2.9
O=C(Nc1ccc(Cl)cc1)c1cc(-c2cccs2)on1
→ 4.1	9.0	1.02	3.9	-1.4	-1.6	0.959	-4.0
CC1CCCN(S(=O)(=O)c2cccc([N+](=O)[O-])c2)C1 (stereo not given)
→ 1.6	2.5	1.14	-5.9	-9.4	-13.6	0.984	0.3
Cc1cccc(-c2ocnc2C(=O)Nc2ccccc2NC(=O)c2ccccn2)c1
→ -35.5	2.9	0.968	1.8	9.6	3.2	1.35	3.9
CC(=O)NS(=O)(=O)c1ccc(NC(=O)CSc2ccc(C)cc2)cc1
→ -0.3	6.8	0.947	-5.1	-8.6	5.3	1	-0.8
O=c1[nH]n(-c2ccc(F)cc2)c2ncccc12
→ -10.7	-11.8	1.05	1.1	6.1	-5.3	1.11	-3.3
O=C(Cn1c2c(c(=O)n3ncnc13)CCC2)N/N=C/c1cccs1
→ 1.4	1.2	0.874	2.0	5.5	12.6	0.986	-5.6
